PvdQ acylase: P. aeruginosa PvdQ acylase inhibitors, primary screen, biochemical, fluorescence, plate reader and imaging, single point; PvdQ acylase [Pseudomonas aeruginosa LESB58]; purified PvdQ acylase; inhibition, % at 10 µM; actives 0.063% (n = 340,000); AID 488965, 2010; in the data active = inhibition above about 30%, passing the limit was not always enough;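 note: 0% = vehicle neutral wells and 100% = reference inhibitor wells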
Arrestin-AP2 inh: inhibitors of beta-arrestin/AP2 binding, primary screen, biochemical, GPCR trafficking, flow cytometry. FITC-arrestin peptide / GST-AP2 beads; AP2 beta2 appendage carries R879A mutation. actives 0.31% (n = 340,000). AID 504490, 2011. inhibition, % at 10 µM. beta-arrestin 1 C-terminal peptide binding to AP2 beta2-adaptin appendage (human);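 active = inhibition above a set limit, near 3 SD of compounds lacking own fluorescence, cut at about 54% in these data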;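 note: plate controls were DMSO wells for no effect and 5 µM unlabelled arrestin peptide for full effect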
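system = GST-tagged AP2 beta2-adaptin appendage (R879A) on 4 µm glutathione beads | reagent = FITC-labelled arrestin peptide probe, 50 nM final | schedule = compound with beads 12 min RT, then probe 1 h RT | signal = HyperCyt-sampled flow cytometry, FL1 channel, ex 488/em 535 nm | read-out = percent response from loss of bead-bound FITC fluorescence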
Keap1 Nrf2 FP: Keap1-Nrf2 protein-protein interaction inhibitors, primary screen, biochemical, fluorescence polarization, single point. Kelch-like ECH-associated protein 1 (Homo sapiens), Q14145. Keap1 Kelch-Nrf2 peptide fluorescence polarization, 1536-well. inhibition, % at 9.4 µM. actives 0.15% (n = 340,000). AID 504523, 2011; in the data active = inhibition above about 12%;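 note: human Keap1 Kelch domain with fluorescein labeled Nrf2 9mer peptide probe; 0% = neutral control wells and 100% = peptide positive control; higher means more block of Keap1 binding to Nrf2 peptide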
SR-BI DiI-HDL act: activators of SR-BI mediated DiI-HDL uptake, primary screen, ldlA[mSR-BI] CHO cells, DiI fluorescence; 3 h; 100 = double the neutral-control signal; activation, % at 12.5 µM; actives 0.096% (n = 320,000); AID 504775, 2011;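 active = mean replicate activation of at least 60% and every replicate at or above 60%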;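 note: 0% = median plate neutral-control signal and 100% = twice that signal; values of inactives mirror those of a sister screen read the other way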
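Test system: SR-BI-overexpressing, LDLR-lacking CHO cells; Medium: Ham's F12 with 0.5% BSA, HEPES 25 mM, pH 7.4; Schedule: 3 h, 37 °C; Technique: bottom-read fluorescence, 550/595 nm.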
NSD2 HMT inh: NSD2 histone methyltransferase inhibitors, primary screen, biochemical, AlphaScreen, single concentration, set 2; Histone-lysine N-methyltransferase NSD2 (Homo sapiens), O96028; NSD2 peptide methylation, 120 min; inhibition, % at 12.5 µM; actives 0.54% (n = 310,000); in the data active = inhibition above about 50%
LANA DNA inh: inhibitors of KSHV C-LANA binding to DNA, primary screen, biochemical, fluorescence polarization, FAM-LBS DNA, MBP-C-LANA, single point; inhibition, % at 9 µM; actives 0.078% (n = 340,000); AID 504423, 2011;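 active = highest replicate inhibition at or above 60% at 9 µM, even if other replicates fall short; inactive = all replicates below 60% inhibition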;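 note: 0% = neutral control wells and 100% = 4 µM acridine orange control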
PKA-R2B activ: activators of PKA-R2B holoenzyme, primary screen, biochemical, fluorescence polarization, Cy5-IP20, human; cAMP-dependent protein kinase catalytic subunit beta (Homo sapiens) + cAMP-dependent …; PKA-R2B holoenzyme dissociation; R2B truncated from residue 108, S112A mutant; 0% DMSO only, 100% 113 µM cGMP; activation, % at 11.4 µM; actives 0.079% (n = 340,000); AID 504700, 2011;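 active = activation above a cutoff set at the mean over all compounds plus 3 SD, cut at about 18% in these data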;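 note: higher means more holoenzyme dissociation and a rise in polarization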
Target sequence (P31323 whole entry, looked up, other chains not shown, the tested form may be a part): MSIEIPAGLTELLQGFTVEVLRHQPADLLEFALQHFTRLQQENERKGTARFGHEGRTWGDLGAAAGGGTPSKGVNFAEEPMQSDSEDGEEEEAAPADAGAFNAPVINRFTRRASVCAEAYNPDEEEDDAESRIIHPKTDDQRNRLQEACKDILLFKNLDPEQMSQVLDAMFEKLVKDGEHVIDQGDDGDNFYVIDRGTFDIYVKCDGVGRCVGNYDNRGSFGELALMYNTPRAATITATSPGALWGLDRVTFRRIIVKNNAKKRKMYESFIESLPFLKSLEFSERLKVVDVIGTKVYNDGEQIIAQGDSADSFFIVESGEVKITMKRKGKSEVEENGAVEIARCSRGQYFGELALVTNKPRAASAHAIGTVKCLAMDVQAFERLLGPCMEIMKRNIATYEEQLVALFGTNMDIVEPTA
RTF Ca sens inh: cardiac RTF calcium sensitivity inhibitors, primary screen, biochemical, IANBD-TnC fluorescence, EC70 calcium; AID 493244, 2011; IANBD-labeled cardiac RTF, Ca2+ fluorescence; actives 0.12% (n = 340,000); inhibition, % at 7.15 µM; Troponin I, cardiac muscle (Homo sapiens) + Troponin T, cardiac muscle (Homo sapiens) + …;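 active = inhibition above the mean inhibition of all tested compounds plus 3 SD, cut at about 17% in these data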;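 note: assay run at fixed EC70 calcium of 1.6 mM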
SR-BI DiI inh: inhibitors of SR-BI mediated HDL lipid uptake, primary screen, ldlA[mSR-BI] cells, fluorescence, single point. ldlA[mSR-BI] CHO cells, DiI-HDL uptake fluorescence, 3 h. Scavenger receptor class B member 1 (Mus musculus), Q61009. actives 0.96% (n = 320,000). inhibition, % at 12.5 µM. AID 488896, 2010;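 active = mean replicate inhibition of at least 70% and a set share of replicates each scoring 70 or more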;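 note: 0% = median of neutral control wells and 100% = median of positive control wells; values of inactives mirror those of a sister screen read the other way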
DAGLB inhibitor: DAGLB lipase inhibitors, primary screen, biochemical, fluorescence, HTS; actives 0.059% (n = 340,000); inhibition, % at 5.17 µM; Diacylglycerol lipase-beta (Homo sapiens), Q8NCG7; HEK293T DAGLB membrane lysate, EnzChek fluorogenic substrate; in the data active = inhibition above about 34%;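 note: 0% = enzyme with vehicle and 100% = wells lacking enzyme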
Target sequence (Q8NCG7 whole entry, looked up): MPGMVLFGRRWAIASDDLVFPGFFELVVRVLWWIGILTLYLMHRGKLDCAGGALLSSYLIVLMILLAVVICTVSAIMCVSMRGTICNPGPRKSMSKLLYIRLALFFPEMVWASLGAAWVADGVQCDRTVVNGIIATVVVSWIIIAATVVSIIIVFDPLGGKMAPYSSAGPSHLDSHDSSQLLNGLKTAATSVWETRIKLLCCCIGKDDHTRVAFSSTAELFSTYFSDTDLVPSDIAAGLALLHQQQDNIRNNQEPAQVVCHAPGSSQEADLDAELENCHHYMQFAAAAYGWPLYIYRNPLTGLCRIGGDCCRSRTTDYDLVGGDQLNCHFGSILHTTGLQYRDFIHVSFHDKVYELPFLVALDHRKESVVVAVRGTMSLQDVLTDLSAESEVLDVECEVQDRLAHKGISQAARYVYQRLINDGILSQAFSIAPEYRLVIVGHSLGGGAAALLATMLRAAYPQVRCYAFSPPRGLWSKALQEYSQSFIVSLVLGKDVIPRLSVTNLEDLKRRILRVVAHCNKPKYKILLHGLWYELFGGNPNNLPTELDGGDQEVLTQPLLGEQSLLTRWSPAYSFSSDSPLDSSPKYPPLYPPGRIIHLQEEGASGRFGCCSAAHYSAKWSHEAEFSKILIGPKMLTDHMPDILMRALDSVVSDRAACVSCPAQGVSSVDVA
Active calls of the source: *; x = no result given. No enrichment for hits; overall some 2.1% were active at least once.

compound	PvdQ acylase	Arrestin-AP2 inh	Keap1 Nrf2 FP	SR-BI DiI-HDL act	NSD2 HMT inh	LANA DNA inh	PKA-R2B activ	RTF Ca sens inh	SR-BI DiI inh	DAGLB inhibitor
CCn1c(CNc2ccc(F)cc2)nnc1SCC(=O)OC1CCCCC1	-10.6	11.6	0.0	-48.5	0.3	0.6	1.3	-7.0	48.5	-5.3
O=C(N/N=C/c1ccc(Br)o1)c1cncc(Br)c1	3.0	29.8	-0.7	1.5	1.2	0.8	1.1	6.7	-1.5	-3.5
CC(CC(=O)Nc1ccc(-c2ccno2)cc1)n1cccn1 (configuration not stated)	3.8	15.7	-0.5	x	-1.1	1.6	2.7	-9.0	34.6	1.0
O=C(Nc1ccc(S(=O)(=O)N2CCOCC2)cc1)c1ccc2c(c1)OCO2	5.9	27.1	-3.3	x	-2.6	-0.6	-4.3	-4.5	x	0.3
CC(C1CC2CCC1C2)n1c(COc2ccccc2F)nnc1SCC(N)=O (configuration not stated)	-12.2	3.1	-4.2	4.3	1.7	4.5	-9.3	-9.2	-4.3	1.5
OCCNc1nc(N2CCOCC2)nc(N2CCOCC2)n1	1.1	17.3	-2.8	-6.0	2.2	8.5	-9.2	-5.8	6.0	-1.9
Cc1cccc(-c2nsc(SCC(=O)N3CCCC3)n2)c1	-12.6	-3.8	-1.5	-19.5	-2.9	2.9	-3.9	0.2	19.5	-4.5
S=C(c1ccc2c(c1)OCO2)N1CCCC1	-0.7	23.6	-2.3	8.0	1.7	2.5	-8.2	1.6	-8.0	-2.2
CC(=O)c1cnc2n(c1=O)CCS2	5.2	9.4	1.9	-5.4	-3.3	1.3	-8.5	-2.0	5.4	-2.4
CCN(C(=O)CSc1nnc(-c2ccc(OC)cc2)n1N)c1c(N)n(Cc2ccccc2)c(=O)[nH]c1=O	-16.0	2.9	-13.9	20.4	-1.5	0.1	3.8	-1.0	-20.4	0.8
COC(=O)c1ccccc1OCc1cccc(C)n1	-12.7	2.4	-3.3	-2.6	-0.7	-0.2	0.2	-1.9	2.6	-0.6
O=C(COc1ccccc1)NCC(=O)N1CCCCCC1	-10.5	1.1	-1.3	9.5	-3.3	-0.6	7.0	-11.8	-9.5	1.0
COc1ccccc1CNC(=O)c1cc2c(s1)CS(=O)(=O)C2	-6.8	-5.1	-1.3	-27.9	-0.4	0.8	-3.5	3.8	27.9	-0.5
C[C@@H]1CN([C@H](C)CO)C(=O)Cc2cc(NC(=O)Nc3ccccc3)ccc2O[C@@H]1CN(C)Cc1ccc2c(c1)OCO2	9.8	3.4	-6.7	3.2	x	0.7	-5.1	-0.8	-3.2	-6.5
C(=N\Nc1nc2ccccc2s1)/c1ccc2c(c1)OCO2	-14.1	6.4	-6.7	-15.7	-0.5	1.4	2.3	-2.8	15.7	-1.1
Cc1ccc(/C=N/NC(=O)c2cccs2)o1	11.0	-0.2	-3.3	-15.2	-1.5	0.6	-4.9	-0.2	15.2	2.1
CC[C@@]12C(=O)N(c3ccc(C)cc3)C(=O)N1[C@H](c1ccc(OC)cc1)[C@@H]1C(=O)N(C(C)(C)C)C(=O)[C@@H]12	-2.8	-8.0	1.6	27.6	x	1.7	0.3	-7.8	-27.6	2.4
C[C@H](NC(=O)C1CC(=O)N(c2ccc3c(c2)OCCO3)C1)C(=O)NC1CCCC1 (some centres not stated)	-11.6	-7.5	2.1	18.2	32.0	0.6	-5.3	-8.1	-18.2	-0.7
CC(C)Cc1nnc(NC(=O)CCC(=O)N2CCN(c3ccc([N+](=O)[O-])cc3)CC2)s1	-3.3	-0.8	2.4	-53.7	5.6	0.7	-8.0	-3.5	53.7	3.4
CCOC(=O)Cc1csc(SCC(=O)Nc2ccc(C)cc2F)n1	-11.4	-11.5	-3.2	7.4	-1.9	-0.4	-13.3	-2.8	-7.4	-6.5
O=C(NCCc1nnc2ccc(NCc3ccc(Cl)cc3)nn12)c1ccccc1	-2.0	-3.5	1.6	-5.5	-0.5	-0.4	-4.4	-11.8	5.5	0.2
COc1ccc(C(=O)Nc2ccc(S(=O)(=O)Nc3nccc(C)n3)cc2)cc1OC	-9.3	-4.8	-1.0	25.3	x	-0.7	-4.3	-20.5	-25.3	-0.1
COc1ccc(NC(=O)c2ccc(C#N)cc2)cc1NS(=O)(=O)c1ccc(F)cc1	4.3	46.0	-0.2	-8.6	3.6	0.5	-5.7	-8.1	8.6	-2.0
COc1ccc(C(CNC(=O)c2cc(S(=O)(=O)Nc3cccc(C)c3)ccc2C)N2CCOCC2)cc1 (configuration not stated)	-19.6	-6.9	-1.0	-6.8	1.0	-0.8	-4.9	-3.4	6.8	1.4
CC1CCCCN1S(=O)(=O)c1ccc(C(=O)N(CCCN(C)C)c2nc3ccc(Br)cc3s2)cc1 (configuration not stated)	-6.4	6.8	3.9	-24.0	-0.2	-1.0	4.7	-4.8	24.0	0.5

Random excerpt: two entries already listed, in no set order.
compound	PvdQ acylase	Arrestin-AP2 inh	Keap1 Nrf2 FP	SR-BI DiI-HDL act	NSD2 HMT inh	LANA DNA inh	PKA-R2B activ	RTF Ca sens inh	SR-BI DiI inh	DAGLB inhibitor
C(=N\Nc1nc2ccccc2s1)/c1ccc2c(c1)OCO2	-14.1	6.4	-6.7	-15.7	-0.5	1.4	2.3	-2.8	15.7	-1.1
O=C(COc1ccccc1)NCC(=O)N1CCCCCC1	-10.5	1.1	-1.3	9.5	-3.3	-0.6	7.0	-11.8	-9.5	1.0

Later entries:
compound	PvdQ acylase	Arrestin-AP2 inh	Keap1 Nrf2 FP	SR-BI DiI-HDL act	NSD2 HMT inh	LANA DNA inh	PKA-R2B activ	RTF Ca sens inh	SR-BI DiI inh	DAGLB inhibitor
CN(CC(=O)NC1CC1)S(=O)(=O)c1ccc(Br)cc1	5.6	2.3	-3.3	-6.8	-1.4	1.0	7.9	-1.7	6.8	-0.9
CC1(C)CC(=O)C(C=Nc2ccc(O)c(N=CC3=C(O)CC(C)(C)CC3=O)c2)=C(O)C1	-7.5	26.8	-1.8	-27.2	3.8	-0.6	0.1	-12.8	27.2	3.3
CC(=O)c1ccc(NC(=O)CN2CCCC2)cc1	11.6	34.1	0.9	4.1	-0.3	-1.1	-4.5	0.0	-4.1	-1.4
OCC#Cc1cnc2ccccc2c1	2.6	24.7	-0.4	2.6	0.1	0.8	-9.6	4.4	-2.6	-2.0
O=C(N/N=C/c1ccc[nH]1)c1cccnc1	-10.4	-3.5	2.4	18.8	1.7	-0.2	-1.6	-1.7	-18.8	0.5
Cc1ccc(S(C)(=O)=O)cc1S(=O)(=O)Nc1cccc(Cl)c1	8.7	8.8	-5.0	22.4	0.3	-1.0	-1.3	11.8	-22.4	-1.1
O=C(Nc1ccccc1F)C1(c2ccccc2)CC1(Cl)Cl (configuration not stated)	-17.8	0.9	-1.4	11.0	-1.3	-1.6	-2.3	-10.2	-11.0	-2.5
O=C(NCCc1ccc(Cl)cc1)C1CCN(S(=O)(=O)N2CCCCC2)CC1	-9.0	x	0.5	-28.9	x	0.1	-2.8	-10.4	28.9	-1.7
CCOC(=O)N1CCN(C(=O)c2cc(COc3ccc(F)cc3F)on2)CC1	0.0	17.7	-1.4	6.4	-2.7	-0.8	1.4	-6.6	-6.4	-2.0
O=C(N/N=C/c1ccc(O)c2ccccc12)c1cccnc1	-0.9	14.3	2.0	x	9.6	0.1	-7.0	-16.2	x	0.8
Cc1ccc(NC(=O)CCNS(=O)(=O)c2ccc3c(c2)oc(=O)n3C)cc1	-11.8	12.6	-0.5	-5.6	1.4	-1.3	-2.4	-4.2	5.6	0.0
COC1CCN(C(=O)C2CCC(=O)N(CCc3cccc(F)c3)C2)CC1 (configuration not stated)	8.4	21.5	2.9	20.8	-1.9	-0.3	-4.7	-3.4	-20.8	-0.5
COC(=O)c1ccccc1NC(=O)CSc1nnc(Cc2ccc(Cl)cc2)o1	-8.0	-5.3	-3.7	18.4	-1.7	-0.5	0.0	-4.5	-18.4	-0.3
CCOC(=O)c1cn(Cc2cccc(C)c2)nn1	4.3	27.4	-2.2	-14.1	-1.8	-1.0	5.0	9.3	14.1	-0.5
CC(=NNC(=O)c1ccncc1)c1cccc(Cl)c1	-14.1	3.8	2.6	3.0	-5.9	-0.4	4.4	-0.5	-3.0	1.5
O=c1ccc(=O)n2n1CC(O)C2	5.5	10.1	-8.4	15.6	-3.6	0.2	8.6	5.7	-15.6	0.9
CC1CC(C)CN(C(=O)C2CCC(CNc3c(N4CCCCC4)c(=O)c3=O)CC2)C1 (configuration not stated)	-8.5	2.8	2.8	x	0.8	0.1	-0.6	-0.1	x	0.1
O=C(c1cc(F)c(F)cc1Cl)N1CCN(c2ccc([N+](=O)[O-])c3ncccc23)CC1	-15.4	-5.1	-8.0	19.5	1.3	-2.4	-9.4	-7.7	-19.5	-0.6
CC(=O)C1=C(C)N(c2ccccc2)C(=O)C1(NS(=O)(=O)c1ccc(N)cc1)C(F)(F)F (configuration not stated)	-1.2	17.9	-2.6	19.3	-2.4	-1.1	2.5	-6.5	-19.3	-2.5
CC(C)c1cc(C(=O)N/N=C/c2c[nH]c3ccccc23)n[nH]1	8.4	12.3	-5.1	-27.7	-4.6	0.6	3.6	-0.6	27.7	-1.4
CC(C)OCCCNC(=O)c1ccc(CS(=O)(=O)Cc2ccccc2F)o1	-9.2	-1.3	-0.4	-6.2	0.0	0.1	2.9	-9.7	6.2	0.5
CSc1nc(N)c(C#N)c(-c2ccc(Cl)cc2)c1C#N	6.5	-11.4	-4.1	-11.6	1.4	-1.1	-20.3	4.8	11.6	-11.1
COc1ccc(N2CCN(S(=O)(=O)CCNC(=O)COc3ccccc3)CC2)cc1	5.9	5.3	-4.4	2.7	-9.3	0.8	-6.4	-11.2	-2.7	2.0
CCOc1ccccc1NC(=O)CSc1nc(=O)n(CCN2CCOCC2)c2c1CCCC2	-13.9	-17.3	-4.3	-8.8	0.8	-0.9	-2.9	-7.3	8.8	1.2
Clc1ccc(C=NN2CCCCCC2)cc1Cl	-5.7	-3.0	-5.0	18.9	0.2	-0.4	-18.9	-0.3	-18.9	1.1
